# Giardia kill = kills Giardia lamblia | 340,000 tested, 0.15% active | Giardia lamblia trophozoite viability | activity change, % at 7.66 µM, hits read low; in the data active = activity change below about -80%; inconclusive = between about -30% and that limit;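 note: parasites exposed to compound for two days anaerobically before the ATP read; % is set by controls: 0 for no effect and ±100 for the full control effect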
#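 Media and compound were dispensed first, then trophozoites at 100 cells/well; plates sat 48 hrs at 37 deg C without oxygen before ATP luminescence reagent was added and read after 15-30 min at room temperature.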
# Rab9 promoter act = activators of Rab9 promoter; Huh7 Rab9 promoter-luciferase reporter, luminescence, 24 h; Potency, µM (highest dose often 9.22 µM), for inactives: top-dose activation, negative = inhibition, actives largely listed as activators; 320,000 tested, 2.8% active; note: potency is the fitted concentration of half-maximal effect; % of control where 0% means no effect; nearly all actives have a fitted effect of over 60% in size
#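 Cell-based reporter: Huh7 stable for Rab9 promoter-driven luciferase, plated in reduced-serum medium with 10% FBS at 1500 cells/well, compound-treated 24 h at 37 °C, luminescence read after 10 min reagent.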
# VP16 counter = Gal4-VP16 reporter inhibition counter-screen. Drosophila S2 Gal4-VP16 UAS-luciferase, luminescence, 20 h. Potency, µM (titrated, usually from 53.6 µM), for the others: at the top dose activity, negative = inhibition, hits mostly inhibitors. 310,000 tested, 3.5% active. AID 2546;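 note: Gal4-VP16 expression switched on by copper sulfate through the metallothionein promoter; potency is the fitted concentration of half-maximal effect; % is set by controls: 0 for no effect and ±100 for the full control effect; nearly all actives have a fitted effect of over 50% in size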
# Menin-MLL TR inh = menin-MLL binding inhibition, Texas Red mutant peptide | Menin + Texas Red MLL mutant peptide, fluorescence polarization | Potency, µM (doses to about 61.6 µM), for the others: top-dose FP activity change, negative = inhibition, usual class: inhibitors | 270,000 tested, 0.23% active | AID 1768; active = well fitted inhibition curve with a large enough effect in the polarisation, with a control signal flat, not every such curve was filed as active; inconclusive = small, poorly fitted or top-dose-only effect, or effect the other way, or a change in a side signal; inactive = no such curve, though single readings can be large or run the other way; the % refers to the polarisation; note: potency is the fitted concentration of half-maximal effect; % of control where 0% means no effect; many of its hits are not listed in these tables
# Target sequence (O00255 whole entry, looked up): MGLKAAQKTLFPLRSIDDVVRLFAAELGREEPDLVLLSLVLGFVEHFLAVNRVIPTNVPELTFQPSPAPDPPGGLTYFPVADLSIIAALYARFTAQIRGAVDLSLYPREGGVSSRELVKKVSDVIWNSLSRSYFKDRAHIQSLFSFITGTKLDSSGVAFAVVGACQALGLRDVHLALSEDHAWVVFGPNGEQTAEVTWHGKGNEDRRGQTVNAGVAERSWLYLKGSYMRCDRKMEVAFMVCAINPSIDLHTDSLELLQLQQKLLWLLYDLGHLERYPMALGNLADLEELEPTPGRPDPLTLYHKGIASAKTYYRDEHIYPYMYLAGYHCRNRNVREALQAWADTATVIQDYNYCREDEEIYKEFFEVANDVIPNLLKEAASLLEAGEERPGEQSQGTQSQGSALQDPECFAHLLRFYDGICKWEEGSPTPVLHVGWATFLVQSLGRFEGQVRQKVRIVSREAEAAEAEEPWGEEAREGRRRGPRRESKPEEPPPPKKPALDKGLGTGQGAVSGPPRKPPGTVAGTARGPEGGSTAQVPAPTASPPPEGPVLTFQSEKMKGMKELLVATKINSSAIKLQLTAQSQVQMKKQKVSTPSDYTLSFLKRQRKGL
# PKM2 act = PKM2 (human) enzyme activation | P14618 | purified PKM2, Kinase-Glo ATP luminescence, activation; response scale: 0% is enzyme alone, no compound | Potency, µM (doses to about 57.5 µM), inactives show top-dose activation, usual class: activators | 260,000 tested, 0.34% active | AID 1631; note: potency is the fitted concentration of half-maximal effect; % is set by controls: 0 for no effect and ±100 for the full control effect; nearly all actives have a fitted effect of over 55% in size
#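 Kinase-Glo luminescence reports ATP generated from ADP (0.1 mM) and PEP (0.5 mM) by purified hPK-M2 after 1 h at room temperature, pH 7.2 imidazole buffer; intermediate enzyme activity allows detecting inhibitors and activators.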
# ELG1 genotox = genotoxicity induction in ELG1-luciferase HEK293T cells. HEK293T ELG1-luciferase reporter, luminescence, 16 h. Potency, µM (doses to about 46 µM), for inactives: at the top dose activity change, positive = activation, usual class: activators. 330,000 tested, 1.3% active; note: potency is the fitted concentration of half-maximal effect; % of control where 0% means no effect; nearly all actives have a fitted effect of over 60% in size
#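 Step 1: seed 2,000 HEK293T ELG1-luciferase cells per well. Step 2: add compound or DMSO, incubate 16 hr at 37 °C. Step 3: ONE-Glo, 30 min at room temperature, read luminescence.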
# NPC1 promoter act = NPC1 promoter activation | Huh7 NPC1 promoter luciferase reporter, 24 h | Potency, µM (doses to about 9.22 µM), inactives show at the top dose activation, hits mostly activators | 320,000 tested, 2.4% active;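 note: potency is the fitted concentration of half-maximal effect; % of control where 0% means no effect; nearly all actives have a fitted effect of over 60% in size; reporter is driven by a mutant NPC1 promoter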
#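 NPC1 promoter–luciferase Huh7 cells; 24 h compound; luminescence.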
# p53 reactivator = re-activators of mutant p53. 320,000 tested, 0.063% active. H1299 p53-A138V BP100-luciferase reporter, luminescence, 24 h. Potency, µM (highest dose often 92.2 µM), without a hit: at the highest dose activity change, positive = activation, usual class: activators; note: potency is the fitted concentration of half-maximal effect; % of control where 0% means no effect; nearly all actives have a fitted effect of over 45% in size
#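 H1299 (p53-null), stable ts p53-A138V + BP100-Luc; 1000 cells/well, Opti-MEM/10% FBS; cpd 4 pt, 1:5; 24 h, 37 deg C, 5% CO2; detection reagent 10 min RT; luminescence.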
# RORgamma inh = inhibitors of mouse ROR gamma transcriptional activity; P51450; Drosophila S2 Gal4-RORgamma UAS-luciferase reporter, 20 h; Potency, µM (top dose mostly 53.6 µM), for inactives: top-dose activity change, negative = inhibition, most hits filed as inhibitors; 310,000 tested, 5.4% active; AID 2551; note: potency is the fitted concentration of half-maximal effect; % is set by controls: 0 for no effect and ±100 for the full control effect; nearly all actives have a fitted effect of over 60% in size
# Target sequence (P51450 whole entry, looked up, the tested form may be a part): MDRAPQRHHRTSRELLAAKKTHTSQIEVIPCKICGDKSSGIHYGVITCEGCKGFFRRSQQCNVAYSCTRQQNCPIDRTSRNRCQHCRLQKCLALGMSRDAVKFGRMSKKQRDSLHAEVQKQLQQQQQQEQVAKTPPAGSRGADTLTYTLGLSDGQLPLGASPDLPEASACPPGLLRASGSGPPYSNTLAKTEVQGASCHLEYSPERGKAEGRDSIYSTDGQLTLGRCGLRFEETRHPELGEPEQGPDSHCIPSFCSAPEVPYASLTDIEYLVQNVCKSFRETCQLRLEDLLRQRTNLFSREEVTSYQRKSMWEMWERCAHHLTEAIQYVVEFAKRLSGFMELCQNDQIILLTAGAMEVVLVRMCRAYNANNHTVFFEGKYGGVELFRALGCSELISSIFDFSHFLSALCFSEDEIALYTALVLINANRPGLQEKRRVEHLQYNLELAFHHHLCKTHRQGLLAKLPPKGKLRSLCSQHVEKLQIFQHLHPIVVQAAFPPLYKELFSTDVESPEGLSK
#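 Drosophila Schneider cells stably carrying a metallothionein-driven Gal4 DBD–ROR gamma fusion and a UAS-Photinus luciferase reporter were exposed to compound for 1 hr, then induced with copper sulfate (700 uM final) for 20 hr at ambient temperature before luminescence reading.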
# BRCA1 expr act = BRCA1 expression activation; MCF7-BRCA1-FFLuc reporter, luminescence, 48 h; response scale: scaled: vehicle 0%, 10 µM genistein 100%; Potency, µM (top dose mostly 46.1 µM), inactives show top-dose activation, hits mostly activators; 380,000 tested, 1.1% active; AID 624202; note: potency is the fitted concentration of half-maximal effect; nearly all actives have a fitted effect of over 80% in size; some results filed as inactive show a strong effect at the top dose
#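 First, MCF7-BRCA1-FFLuc cells (2000/well) attach for 2 h; next, compounds are pin-added and incubated 48 h at 37 °C; finally, luciferase reagent is added and luminescence read after 15 min.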
# FLuc modulator = inhibits or activates purified firefly luciferase, miR-21 counter-screen. purified FLuc, Km substrates, luminescence inhibition. Potency, µM (highest dose often 57.5 µM), without a hit: top-dose activity change, negative = inhibition, hits mostly inhibitors. 360,000 tested, 6.9% active. AID 588342;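 note: potency is the fitted concentration of half-maximal effect; plate controls were vehicle for no effect and reference inhibitor for full effect; nearly all actives have a fitted effect of over 55% in size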
#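 Biochemical qHTS of compounds, final roughly 60 µM downward over six points, against 10 nM purified firefly luciferase using Km concentrations of substrates (10 uM D-luciferin, 10 uM ATP) in Tris acetate pH 7.5 buffer; luminescence output.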
# Starred values were filed as active, the others as inactive; ? = inconclusive; . = not tested or not shown; & = joins results of further samples; [ ] = another dose, or the depositor's remark. Unless noted, calls come from the whole dose curve; as a rule, active = well fitted curve in the direction sought with a large enough effect; inconclusive = small, poorly fitted or top-dose-only effect, or another doubt; inactive = no such curve, though single readings can be large; an effect the other way counts as inactive or inconclusive.
SMILES,Giardia kill,Rab9 promoter act,VP16 counter,Menin-MLL TR inh,PKM2 act,ELG1 genotox,NPC1 promoter act,p53 reactivator,RORgamma inh,BRCA1 expr act,FLuc modulator
Cc1ccc2c(c1)CCCN2CC(=O)Nc1cccc(S(=O)(=O)N2CCCC2)c1,0,-4%,.,.,.,2%,-3%,14%,.,-15%,-3%
C#CC(C)OC(=O)C(C)NC(=O)c1ccccc1 (stereo not drawn),6,-3%,-11%&0%,10%,-1%&0%,-1%,-1%,1%,-15%&22%,3%,2%
c1ccc(-c2noc(CN3CCN(c4ccccc4)CC3)n2)cc1,-7,-7%,15%,0%,2%,-1%,1%,2%,12%,8%,1%
Cc1ccc(-c2nc(CS(=O)CC(=O)NCCN3CCOCC3)c(C)o2)cc1 (stereo not drawn),-13,-2%,-7%,-4%,0%,0%,3%,-5%,-28%,-8%,3%
COc1cc(OC)c(OC)cc1CN1CCN(S(=O)(=O)c2ccc(NC(C)=O)cc2)CC1,-6,-4%,5%,6%,-2%,0%,-6%,-3%,11%,-16%,1%
COc1ccc(C(=O)NNC(=O)c2ccc(C(C)(C)C)cc2)cc1,20,1%,-6%,-3%,1%,28%,-7%,-1%,2%,-12%,1%
CCOC(=O)C1CCN(C(=O)CN(c2ccc3c(c2)OCO3)S(C)(=O)=O)CC1,-2,.,-12%,11%,-14%,.,.,.,-13%,-5%,-1%
N=c1c(C(=O)NCC2CCCO2)cc2c(=O)n3ccccc3nc2n1C1CCCC1 (stereo not drawn),6,1%,2%,-19%,3%,1%,0%,-4%,-20%,0%,2%
CCC1CCCCN1Cc1nc2c(c(=O)n(C)c(=O)n2C)n1CC(C)C (stereo not drawn),?,-3%,-3%,-3%,1%,?,-1%,6%,3%,12%,-2%
CCOc1ccc(C(=O)OCC(=O)Nc2nc(OC)cc(OC)n2)cc1OCC,-6,0%,-3%,22%,-7%,12%,-2%,0%,-2%,0%,0%
O=C(Nc1ccc2[nH]c(=O)[nH]c2c1)Nc1ccc(F)cc1F,9,1%,-2%,18%,2%,1%,-1%,4%,6%,4%,-4%
CCCCn1c(Cc2ccccc2)n[nH]c1=S,3,1%,-24%[0.365 µM],-9%,-27%,-7%,0%,2%,?,2%,4%
O=C(CCS(=O)(=O)Cc1ccccc1)Nc1ncc([N+](=O)[O-])s1,?,?,?,?,-1%,?,24%,7%,7.9µM*,8.9µM*,?
CC(C)Oc1ccc(C(=O)OCC(=O)NC(=O)NC2CCCC2)cc1,-1,2%,.,.,.,1%,0%,11%,.,-18%,1%
Cc1cc(C)cc(CC2CC(=O)N(c3cc(C)on3)C2=O)c1 (stereo not drawn),-1,-6%,-7%,2%,3%,-1%,0%,-1%,-18%,-3%,0%
CC1(C)Cc2ccccc2-c2nc(NCCO)n(-c3ccccc3)c(=O)c21,-4,0%,-1%,0%,-7%,-6%,-4%,-15%,-22%,-11%,-1%
COC(=O)[C@@H](NC(=O)NC1CCCCC1C)C(C)C (stereo partly drawn),-26,-5%,0%,.,-7%,0%,3%,-2%,14%,-3%,0%
CCC(C)n1c(SCc2ccccc2)nc2ccsc2c1=O (stereo not drawn),-14,-3%,5%,-6%,-3%,-3%,-1%,5%,?,-57%,5%
COc1ccc(OC)c(S(=O)(=O)NCc2nc3nc(C)cc(C)n3n2)c1,-19,-4%,10%,6%,.,0%,2%,6%,6%,-4%,0%
Cc1ccc(Cl)cc1NS(=O)(=O)c1ccc(-n2cccn2)cc1,-7,-3%,0%,-23%,3%,-1%,-2%,-5%,2%,4%,1%
Cc1ccc(C)c(Cn2c(=O)n(CCCC(=O)NCc3ccco3)c(=O)c3sccc32)c1,-2,-7%,-15%,?,-2%,-3%,-16%,0%,16%,-76%,1%
Cc1ccc(NS(=O)(=O)c2cc(Br)cnc2N)cc1C,7,-6%,?,?,.,0%,1%,4%,11%,-45%,0%
O=C(O)c1cccc(-n2cccc2C=C2C(=O)c3ccccc3C2=O)c1,-12,-3%,21%,?,2%,9%,-2%,6%,37%,1%,12µM*
Cc1ccc(-n2c(C)cc(C(=O)CN3C(=O)C(=O)N(C4CCCC4)C3=O)c2C)cc1,-12,1%,?,-4%,.,-6%,1%,-5%,-39%,-16%,-15%
CC1(C)CC(=O)C=C(c2cccc3c2sc2ccccc23)C1,-19,3%,.,.,.,3%,14%,?,.,60%,?
O=C(Nc1cccc2cccnc12)c1ccc(Cl)cc1Cl,-14,0%,22%,5%,.,4%,7%,6%,-34%,-12%,?
O=C(NCc1ccc2c(c1)OCO2)c1ccc(-n2cnnn2)cc1,-3,0%,11%,?,9%,14%,0%,-9%,16%,3%,0%
c1ccc([C@H]2CN3CCSC3=N2)cc1,-3,5%[46.1 µM],.,-15%,.,-2%,1%[46.1 µM],1%,.,-9%,2%
CCOc1ccccc1NC(=O)N1CCC(C(=O)c2ccc(F)cc2)CC1,7,1%,-10%,7%,0%,-5%,-2%,5%,-5%,2%,5%
COc1ccc(C(CNC(=O)c2ccc(OCC3CCCO3)cc2)N2CCOCC2)cc1 (stereo not drawn),1,-7%,5%,-7%,10%,0%,-3%,-3%,?,-16%,2%
O=C(/C=C/c1ccccc1)Nc1cccnc1Cl,-7,2.2µM*,-8%,-4%,-15%[11.5 µM],18µM*,2.2µM*,24%,-1%,10µM*,12µM*
CN(CCc1ccccn1)C(=O)CCC1CCCN(C(=O)c2cscn2)C1 (stereo not drawn),-5,4%,1%,4%,0%,3%,-1%,-2%,-20%,-4%,0%
c1ccc(Cn2cc(-c3ccccc3)cn2)cc1,-1,0%,.,.,.,14%,14%,?,.,?,?
COCCNC(=O)CC(=O)N/N=C/c1cccc(C(=O)OC)c1,-2,4%,-21%,?,0%,-1%,0%,2%,1%,-22%,-1%
Cc1nc2ccccc2c(=O)n1NC(=O)c1cc(Br)ccc1Cl,?,-5%,2%,.,-4%,-2%,0%,-2%,3%,3%,-3%
CCc1ccccc1NC(=O)CCc1c(C)nc(SC)nc1C,10,-4%,-3%,-1%,2%,-7%,-2%,-3%,-25%,1%,1%
CC(=O)c1ccc(NC(=O)Oc2ccccc2)cc1,-4,3%,2%,0%,-1%,9%,-1%,2%,9%,96%,?
N#Cc1ccccc1S(=O)(=O)N1CCC(C(=O)NCc2ccccc2CN2CCCC2)CC1,-24,-2%,.,.,.,-4%,3%,-1%,.,-1%,1%
CCOC(=O)CCc1cccc2c1CCC2=O,13,0%,-4%,-7%,-4%,6%,-2%,2%,-19%,-2%,-12%
COCCNc1nc2c(S(=O)(=O)c3cc(C)ccc3C)nnn2c2ccccc12,-19,3%,-6%,13%,-8%,-8%,-1%,-5%,19%,0%,-1%
COc1cc(/C=N/NC(=O)C2c3ccccc3Oc3ccccc32)ccc1O,16,4%,-25%,2.8µM*,?,3%,-3%,-5%,?,-1%,-4%
CCOC(=O)c1cc2occc2n1CC(=O)N1CCCc2ccccc21,-5,2%,-2%,6%,14%,-3%,6%,1%,-11%[10 µM],-27%,-1%
CCN(CC)CCNC(=O)c1sc2nc(-c3ccccc3)cn2c1C,-21,-1%,1%,?,0%,12%,-3%,23%,-20%,-4%,?
O=C(O)CCC(=O)c1c[nH]c2ccccc12,0,1%,0%,-10%,3%,-1%,2%,1%,-3%,0%,-1%
CS(=O)(=O)N1CCN(c2ccc([N+](=O)[O-])c(NCc3ccc(Cl)cc3)c2)CC1,9,1%,-19%,10%,1%,0%,-2%,-11%,-32%,-71%,3%
CCCc1cc(C(=O)N2CCCC(N3CCN(c4ccccc4C)CC3)C2)n(C)n1 (stereo not drawn),-6,-8%,15%,-10%,.,-10%,-2%,7%,3%,-3%,0%
COc1ccccc1NC(=O)C1=C(C)NC2=C(C(=O)CCC2)C1c1ccc2c(c1)OCO2 (stereo not drawn),1,-1%,-1%,10%,0%,3%,-2%,-9%,1%,-23%,-1%
O=c1ccc(-c2ccc(S(=O)(=O)NCC3CCN(Cc4ccccc4F)CC3)s2)n[nH]1,4,-1%,-9%,.,.,.,3%,.,18%,-7%,2%
CC(=O)Nc1ccc(CNC(=O)C[N+]2(C)CCOCC2)cc1,11,-2%,3%,4%,5%,0%,-2%,1%,2%,-4%,0%
COC(=O)c1c(/N=C/NOCc2ccc(Cl)cc2)sc2c1CCN(c1ncc(C(F)(F)F)cc1Cl)C2,21,17%,11%,9%,10%,1%,1%,-5%,-3%,-1%,4%
COc1ccc(OC)c(/C=C/C(=O)N(C)CC(=O)Nc2cc(C)ccc2C)c1,-15,0%,-2%,-4%,-7%,-7%,-5%,-5%,-13%,-2%,-16%

# Some of the compounds tested (hit frequency here may not be typical).
